# KCNQ1 block – human KCNQ1 channel inhibition; 310,000 compounds, 1.3% hits; CHO-K1 KCNQ1, FluxOR thallium flux fluorescence; stronger effect = higher value; AID 2642; B-score at 10 µM; P51787;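 active = compounds whose thallium flux B-score, printed positive for inhibition, exceeds three library SD while starting fluorescence stays within three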;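 also: channel opened by potassium depolarization with thallium stimulus after 20 min compound exposure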
# KCNK3 inh – human KCNK3 channel inhibition, primary screen | CHO-KCNK3 thallium flux, FluxOR fluorescence; stronger effect = lower value | B-score at 10 µM | O14649 | 340,000 compounds, 0.84% hits | AID 602410;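 active = B-score under library mean minus 4 SD, starting fluorescence ratio at most library mean plus 5 SD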;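 also: more negative B-score means stronger inhibition of thallium flux through KCNK3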
# RGS4 pot – RGS4 potentiation or activation | B-score at 10 µM | 310,000 compounds, 0.92% hits | HEK293 M3R/inducible RGS4, carbachol calcium flux Fluo4; stronger effect = lower value;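 active = B-score of the integrated calcium signal more than 4 SD below the library mean, with starting fluorescence not abnormally high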;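 also: negative B-score means reduced calcium response which marks RGS4 activation or potentiation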
#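 test system = HEK293 cells with stable M3R and inducible RGS4 | schedule = recording 10 s baseline at 1 Hz, 100 s post-agonist | technique = Fluo4-AM (2 µM) calcium-flux fluorescence, kinetic read | measure = Agonist-evoked peak-minus-minimum fluorescence over baseline, integrated ratio, B score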
# KCNQ1 pot – human KCNQ1 channel potentiation or activation | P51787 | CHO-K1 KCNQ1, thallium flux FluxOR fluorescence; stronger effect = higher value | B-score at 10 µM | 310,000 compounds, 0.35% hits | AID 2648;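 active = fluorescence ratio B-score, a plate-corrected score, at least three library SD, with initial intensity B-score within 5 SD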
#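 Test system: CHO-K1 cells stably expressing KCNQ1 / Medium: assay buffer / Also added: depolarizing K+/Tl+ stimulus, K2SO4 and Tl2SO4 each 12.5 mM in 5x stock / Incubation: 90 min dye loading and 20 min compound exposure, both at room temperature / Signal: thallium influx via FluxOR fluorescence, kinetic imaging / Evaluation: B score of baseline-normalized fluorescence ratio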
# DYRK1A inh – inhibitors of rat Dyrk1A kinase. 310,000 compounds, 0.43% hits. ADP-Glo luminescence, NFATc1 peptide. inhibition, % at 12.5 µM. AID 504441. Q63470; in the data active = inhibition above about 50%;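 also: plate controls were vehicle with enzyme for no effect and no enzyme for full effect; many of its hits are not listed in these tables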
# KCNK9 block – inhibitors of human KCNK9 two-pore domain potassium channel; B-score at 10 µM; Q9NPC2; HEK293 KCNK9, FluxOR thallium flux fluorescence; stronger effect = lower value; 310,000 compounds, 1.2% hits;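 active = ratio B-score over 3 SD below the library mean, with starting fluorescence within 5 SD of its mean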;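 also: negative B-score means less thallium flux so channel inhibition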
# hERG rescue – shields human hERG channel from block by proarrhythmic agents. CHO-hERG, FluxOR thallium flux, dofetilide IC70 present. AID 1511. activation (rescue from dofetilide block), less the hit threshold, % at 10 µM. 310,000 compounds, 0.51% hits. Q12809;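 active = activation above the mean of controls blocked by dofetilide plus 5 SD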;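 also: thallium influx through hERG after potassium depolarization seen as dye fluorescence rise; in these data hits start at about 4.7%; inactives centre near -7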
# RGS4 inh – human RGS4 inhibition. AID 463165. 310,000 compounds, 0.45% hits. HEK293 M3R/RGS4 inducible, Fluo-4 calcium flux; stronger effect = higher value; triggered by carbachol at its EC20. P49798. B-score at 10 µM;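 active = B-score, a plate-corrected calcium signal, over three deviations above library mean, with baseline fluorescence within five deviations of library mean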;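 also: RGS4 expression induced by doxycycline in cells with stable M3 receptor; B-score is computed from the integrated fluorescence ratio over baseline after carbachol; higher B-score means a larger calcium signal and so more RGS4 inhibition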
# GSK3 alpha inh – blocks human GSK-3 alpha kinase | P49840 | ADP-Glo luminescence, 60 min | inhibition, % at 10 µM | 320,000 compounds, 0.1% hits;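 in the data active = inhibition above about 50%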;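 also: GST-tagged GSK-3 alpha with peptide substrate and 25 µM ATP; 0% = DMSO neutral wells and 100% = GW8510 positive control wells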
# Target sequence (P49840 whole entry, looked up): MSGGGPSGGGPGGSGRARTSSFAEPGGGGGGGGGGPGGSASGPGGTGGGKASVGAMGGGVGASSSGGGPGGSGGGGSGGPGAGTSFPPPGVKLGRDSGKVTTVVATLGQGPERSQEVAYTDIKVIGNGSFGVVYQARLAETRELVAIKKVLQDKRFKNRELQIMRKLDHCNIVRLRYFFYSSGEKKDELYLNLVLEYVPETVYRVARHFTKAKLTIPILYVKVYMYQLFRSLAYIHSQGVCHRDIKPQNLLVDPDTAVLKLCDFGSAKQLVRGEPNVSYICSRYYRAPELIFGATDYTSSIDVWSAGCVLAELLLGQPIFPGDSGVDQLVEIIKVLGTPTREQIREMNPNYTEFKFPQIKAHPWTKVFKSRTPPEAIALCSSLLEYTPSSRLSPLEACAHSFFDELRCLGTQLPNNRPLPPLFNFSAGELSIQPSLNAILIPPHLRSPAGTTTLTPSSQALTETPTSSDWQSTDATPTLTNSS
# GSK3beta inhib – blocks human GSK3beta kinase activity; AID 2097; P49841; 300,000 compounds, 0.038% hits; GST-GSK3beta kinase, ADP-Glo luminescence, 60 min; stronger effect = lower value; activity score (negative = inhibition), % at 10 µM;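 active = more than half of replicate wells score below -50%, meaning over 50% inhibition versus plate controls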;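 also: 0% = median DMSO wells and -100% = median GW8510 positive control wells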
# Target sequence (P49841 whole entry, looked up): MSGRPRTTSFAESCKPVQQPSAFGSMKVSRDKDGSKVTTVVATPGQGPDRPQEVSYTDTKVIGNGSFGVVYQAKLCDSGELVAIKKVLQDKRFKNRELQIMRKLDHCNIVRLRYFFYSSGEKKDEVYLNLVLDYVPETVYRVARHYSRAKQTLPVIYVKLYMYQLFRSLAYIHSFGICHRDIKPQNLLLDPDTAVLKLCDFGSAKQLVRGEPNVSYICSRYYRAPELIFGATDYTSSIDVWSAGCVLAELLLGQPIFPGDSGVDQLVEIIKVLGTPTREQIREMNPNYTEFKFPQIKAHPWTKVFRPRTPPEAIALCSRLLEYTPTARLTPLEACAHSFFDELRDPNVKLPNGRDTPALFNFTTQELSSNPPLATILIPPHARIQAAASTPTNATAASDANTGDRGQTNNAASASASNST
#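 Test system: GST-tagged human GSK3beta kinase, cell-free; evaluation: activity score scaled between in-plate DMSO and GW8510 controls; measured by: ADP-Glo luminescence; incubation: 60 min reaction, RT; benchmarks: DMSO and 20 µM GW8510; reagent: peptide substrate plus 25 µM ATP (final); medium: Tris/MgCl2 kinase buffer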
# PolyA inhibitor – inhibitors of polyadenylation in S. cerevisiae; S. cerevisiae SKY197-pL101 polyadenylation reporter, beta-gal luminescence; efflux-impaired pdr1/pdr3 knockout yeast; score 100 = 6 SD above DMSO; calls only at 12 µM; 300,000 compounds, 0.02% hits; AID 1875;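 active = lowest replicate activity score at least 50, where 100 means six control SD above control mean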;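 also: yeast exposed to compound for 9 h at 30 °C; higher score means more reporter readthrough which indicates perturbed polyadenylation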
# An asterisk follows results filed as active; i = inactive; / = no result given. This is a subset, so the mix of outcomes need not match the whole.
SMILES,KCNQ1 block,KCNK3 inh,RGS4 pot,KCNQ1 pot,DYRK1A inh,KCNK9 block,hERG rescue,RGS4 inh,GSK3 alpha inh,GSK3beta inhib,PolyA inhibitor
Cn1c(SCC(=O)NCCc2ccccc2)nnc1C1CCCCC1,i,i,i,i,10,i,0,i,0,-1,i
O=C(Nc1nncs1)c1ccc(S(=O)(=O)c2ccccc2)cc1,i,i,i,i,-12,i,-16,i,-2,3,i
CCOC(=O)c1c(C)[nH]c(C)c1S(=O)(=O)N1CCN(c2ccc(F)cc2)CC1,i,i,i,i,3,i,-13,i,/,3,i
O=C(/C=C/c1cccc([N+](=O)[O-])c1)N1CCN(c2ccc(F)cc2)CC1,i,i,i,i,11,i,-3,i,-4,2,i
CCOc1ccc(NC(=O)c2ccc3c(c2)CCN3S(C)(=O)=O)cc1,i,i,i,i,-1,i,11*,i,-2,/,i
CCc1nnc(NC(=O)CN2C(=O)c3ccccc3C2=O)s1,i,i,i,i,-2,i,-4,i,2,1,i
COc1ccc(C(=S)N2CCN(c3ccccc3C)CC2)cc1,i,i,i,i,-2,i,-6,i,1,3,i
Cc1cc(C)n(-c2cc(N3CCN(C(=O)c4cccc(Br)c4)CC3)ccc2[N+](=O)[O-])n1,i,i,i,i,-5,i,-4,i,0,-3,i
Cc1ccc(C2=NOC(C)(c3nnc(-c4ccc(Cl)cc4)o3)C2)cc1 (configuration not stated),i,i,i,i,-13,i,-2,i,-3,3,i
COc1cccc(/C=C/C(=O)OCC(=O)NCc2ccc(Cl)cc2)c1,i,i,i,i,8,i,-6,i,-1,-1,i
CCOC(=O)C1CCN(CC(O)COCc2ccc3c(c2)OCO3)CC1 (configuration not stated),i,i,i,i,-10,i,-3,i,-1,0,i
CC1=C(C(=O)Nc2cccc([N+](=O)[O-])c2)C2(CCC(C)CC2)OC1=O (configuration not stated),i,i,i,i,7,i,-3,i,0,2,i
CCn1c2ccccc2c2cc(NC(=O)COC(=O)c3cc(S(=O)(=O)N4CCCCC4)ccc3Cl)ccc21,i,i,i,i,3,i,-6,i,-3,4,i
O=C(CCc1ccccc1)Nc1nc2c(F)cc(F)cc2s1,i,i,i,i,-4,i,-11,i,0,2,i
CN(C)CCn1c(C(=O)O)cc2ccccc21,i,i,i,i,-7,i,-10,i,1,2,i
CCOC(=O)c1cnc(-n2nc(C)cc2C)nc1NCCO,i,i,i,i,2,i,-11,i,/,0,i
CC(NC(=O)C1CCC(CNS(=O)(=O)c2ccccc2)CC1)c1ccc2c(c1)OCCO2 (configuration not stated),i,/,i,i,/,i,-15,i,-2,-1,i
CC1CCCCC1NC(=O)c1ccc(NS(=O)(=O)c2ccc3[nH]c(=O)[nH]c3c2)cc1 (configuration not stated),i,i,i,i,5,i,-14,i,0,0,i
Cc1ncc(CN2CCCC(C(=O)Nc3ccc(-c4cscn4)cc3)C2)cn1 (configuration not stated),i,i,i,i,4,i,-9,i,-2,1,i
CSc1nncc(-c2ccc(F)c(F)c2)n1,i,i,i,i,2,i,-4,i,-11,3,i
O=C(Cc1cccs1)NCc1ccccc1F,i,i,i,i,-2,i,-13,i,-3,-1,i
CNc1nc2c(Cl)cc(Cl)cc2s1,i,i,i,i,3,i,-4,i,-1,-2,i
CCOC(=O)c1nn(-c2ccc(C)cc2)c(C)c1C(C)=O,i,i,i,i,5,i,-9,i,-2,-4,i
CCOC(=O)CC(=O)CSc1nc(-c2ccc3c(c2)OCO3)cc(C(F)(F)F)c1C#N,i,i,i,i,-3,i,-7,i,4,0,i
COC(CNC(=O)C(=O)NCC1OCCN1C(=O)c1ccc(Cl)cc1)OC (configuration not stated),i,i,i,i,-2,i,-10,i,-1,-1,i
Cc1ccc(-c2nnn(CC(=O)N(Cc3ccco3)C(C(=O)NC(C)(C)C)c3ccc(C)o3)n2)o1 (configuration not stated),i,i,i,i,8,i,-10,i,-3,3,i
CCn1c(O)c2ccc(C(=O)N=NC(=O)c3cccnc3)cc2c1O,i,i,i,i,5,i,2,i,/,3,i
O=C(COCc1cc(-c2ccc3c(c2)OCO3)on1)N1CCCCC1,i,i,i,i,2,i,-6,i,-3,3,i
CC(=O)c1ccc2c(c1)CC(C)C(=O)N2C (configuration not stated),i,i,i,i,-2,i,-7,i,0,-5,i
COc1cccc(CC2(CO)CCCN(CC3=Cc4cc(Cl)ccc4OC3)C2)c1 (configuration not stated),i,i,i,i,-3,i,-15,i,2,1,i

# Reformatted with two lines to a compound: part of the list above.
# Each structure is followed by: KCNQ1 block	KCNK3 inh	RGS4 pot	KCNQ1 pot	DYRK1A inh	KCNK9 block	hERG rescue	RGS4 inh	GSK3 alpha inh	GSK3beta inhib	PolyA inhibitor
- CNc1nc2c(Cl)cc(Cl)cc2s1
 : i	i	i	i	3	i	-4	i	-1	-2	i
- CCOC(=O)c1nn(-c2ccc(C)cc2)c(C)c1C(C)=O
 : i	i	i	i	5	i	-9	i	-2	-4	i

# At a glance, two of the compounds above.
SMILES,KCNQ1 block,KCNK3 inh,RGS4 pot,KCNQ1 pot,DYRK1A inh,KCNK9 block,hERG rescue,RGS4 inh,GSK3 alpha inh,GSK3beta inhib,PolyA inhibitor
CC(=O)c1ccc2c(c1)CC(C)C(=O)N2C (configuration not stated),i,i,i,i,-2,i,-7,i,0,-5,i
COc1cccc(CC2(CO)CCCN(CC3=Cc4cc(Cl)ccc4OC3)C2)c1 (configuration not stated),i,i,i,i,-3,i,-15,i,2,1,i

# The list goes on:
SMILES,KCNQ1 block,KCNK3 inh,RGS4 pot,KCNQ1 pot,DYRK1A inh,KCNK9 block,hERG rescue,RGS4 inh,GSK3 alpha inh,GSK3beta inhib,PolyA inhibitor
CC(C)CNS(=O)(=O)c1ccc(CCC(=O)NCCC2=CCCCC2)cc1,i,i,i,i,3,i,-8,i,2,4,i
Cc1ccc(Sc2nnc(-c3ccccc3)cc2C#N)cc1,i,i,i,i,2,i,-15,i,-4,1,i
CC1(C(=O)NC(=S)NNC(=O)c2ccncc2)CCCCC1,i,i,i,i,2,i,-4,i,-1,4,i
O=C(Cn1c(COc2ccccc2)nc2ccccc21)Nc1cc(Cl)cc(Cl)c1,i,i,i,i,-5,i,-8,i,0,2,i
COc1ccc(OC)c2c(C)cc(N3CCN(C(=O)c4ccc(Cl)cc4)CC3)nc12,i,i,i,i,-15,i,-8,i,-3,3,i
Cc1nnsc1S(=O)c1ccccc1Cl (configuration not stated),i,i,i,i,-1,i,-4,i,-1,3,i
O=C(NC(=S)NCCC1=CCCCC1)c1ccco1,i,i,i,27*,-3,i,30*,i,-1,-3,i
COC(=O)c1ccc(-n2cncn2)c([N+](=O)[O-])c1,i,i,i,i,0,i,-10,i,-2,1,i
O=S1(=O)CC/C(=N\O)c2ccccc21,i,i,i,i,3,i,-11,i,-2,-1,i
O=C1NC(=O)C(Cc2ccccc2)(c2cccnc2)N1 (configuration not stated),i,i,i,i,-7,i,-5,i,-1,2,i
O=c1cc(N2CCCCC2)c(-c2ccccc2)nn1Cc1cccc(Cl)c1,i,i,i,i,-9,i,-4,i,-3,-1,i
CCCNS(=O)(=O)c1ccc(OCC(=O)Nc2ccc3c(c2)OCO3)cc1,i,i,i,i,-1,i,-10,i,-1,1,i
COc1ccc(C(=O)NC(=S)N2CCNC(=O)C2)cc1Br,i,i,i,i,7,i,-8,i,-1,0,i
CCOC(=O)N1CCN(C(=O)/C=C/c2ccc(OC)c(OC)c2)CC1,i,i,i,i,-2,i,-10,i,-1,1,i
Cc1ccc(CNC(=O)Cc2cccs2)cc1,i,i,i,i,3,i,-11,i,2,1,i
Cc1cccc(NC(=O)c2cccnc2)c1C,i,i,i,i,1,i,-9,i,-3,-2,i
Cc1ccc(-c2[nH]nc3c2C(c2ccoc2)C(C#N)=C(N)O3)cc1C (configuration not stated),i,i,i,i,12,i,-4,i,27,0,i
CCOC(=O)CSc1cc(=O)n(CC)c2ccccc12,i,i,i,i,-4,i,-7,i,2,-1,i
COc1ccc(/C=C/c2cccc[n+]2C)c(O)c1,i,i,i,i,/,i,-10,i,-2,1,i
O=C(Nc1ccc(N2CCN(c3ccc(C(F)(F)F)cn3)CC2)nc1)c1cccs1,i,i,i,i,5,i,2,i,6,1,i
CCn1nnc(NC(=O)C(c2ccccc2)c2ccccc2)n1,i,i,i,i,4,i,-7,i,0,1,i
Cc1cccc(C(=O)OCC(=O)NCc2cccs2)c1,i,i,i,i,-2,i,-21,i,0,0,i
Cc1cccc(CS(=O)(=O)Cc2ccc(C(=O)NC3CCCC3)o2)c1,i,i,i,i,-1,i,-6,i,0,0,i
Cc1cccc(NC(=S)N(Cc2cccc(Br)c2)CC2CCC(C(=O)O)CC2)c1 (configuration not stated),i,i,i,i,2,i,-22,i,-3,0,i
c1ccc(-c2nc(N3CCOCC3)cc(N3CCOCC3)n2)cc1,i,i,i,i,-3,i,-11,i,0,3,i
CC1CC2(CCCCC2)Nc2ccc3ccccc3c21 (configuration not stated),i,i,i,i,2,i,-4,i,-1,8,i
Cc1cccc(CSc2nn3c(=O)c(C)nnc3s2)c1,i,i,i,i,/,i,-9,i,-1,-2,i
O=C(NCc1cccc(C(F)(F)F)c1)C1CC(c2ccccc2C(F)(F)F)=NO1 (configuration not stated),i,i,i,i,1,i,-5,i,3,5,i
CCC(CC)C1C(C#N)=C(N)Oc2cc(C)oc(=O)c21 (configuration not stated),i,i,i,i,-6,i,-6,i,2,3,i
COc1cc(OC)c2ccc(=O)oc2c1C(CC(=O)N1CCOCC1)c1ccc(N(C)C)cc1 (configuration not stated),i,i,i,i,-6,i,-12,i,1,1,i

# Assay outcomes deposited in PubChem BioAssay by several laboratories.
